High-throughput results deposited in PubChem by several laboratories.
hERG protect: hERG rescue from dofetilide block, primary screen, cell-based, CHO-hERG, FluxOR thallium flux, dofetilide IC70 | dofetilide IC70 present | activation (rescue from dofetilide block), less the hit threshold, % at 10 µM | 0.51% of 310,000 active | AID 1511, 2009;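 active = activation above the mean of controls blocked by dofetilide plus 5 SD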;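 also: thallium influx through hERG after potassium depolarization seen as dye fluorescence rise; in these data hits start at about 4.7%; inactives centre near -7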
KCNQ1 act: potentiators or activators of KCNQ1 channel, primary screen, cell-based, thallium flux, high-throughput. Potassium voltage-gated channel subfamily KQT member 1 (Homo sapiens), P51787. CHO-K1 KCNQ1, thallium flux FluxOR fluorescence; stronger effect = higher value. B-score at 10 µM. 0.35% of 310,000 active. AID 2648, 2010;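 active = fluorescence ratio B-score, a plate-corrected score, at least three library SD, with initial intensity B-score within 5 SD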
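Assay system: CHO-K1 cells stably expressing KCNQ1. Medium: assay buffer for compound exposure, DMSO matched across wells. Timing: 37 °C overnight plating, 90-min dark dye load, 20-min compound pretreatment. Signal: kinetic FluxOR fluorescence, 10 s baseline plus 110 s post-stimulus.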
KCNQ1 inh: inhibitors of human KCNQ1 channel, primary screen, cell-based, thallium flux, high-throughput | Potassium voltage-gated channel subfamily KQT member 1 (Homo sapiens), P51787 | CHO-K1 KCNQ1, FluxOR thallium flux fluorescence; stronger effect = higher value | B-score at 10 µM | 1.3% of 310,000 active;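 active = compounds whose thallium flux B-score, printed positive for inhibition, exceeds three library SD while starting fluorescence stays within three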;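 also: channel opened by potassium depolarization with thallium stimulus after 20 min compound exposure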
DYRK1A inh: rat Dyrk1A kinase inhibitors, primary screen, biochemical, single point, plate reader. Dual specificity tyrosine-phosphorylation-regulated kinase 1A (Rattus norvegicus), Q63470. ADP-Glo luminescence, NFATc1 peptide. inhibition, % at 12.5 µM. 0.43% of 310,000 active. AID 504441, 2011; in the data active = inhibition above about 50%;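 also: plate controls were vehicle with enzyme for no effect and no enzyme for full effect; many of its hits are not listed in these tables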
HDAC3 inh: HDAC3 deacetylase inhibitors, primary screen, biochemical, fluorescence, cell-free homogeneous; Histone deacetylase 3 (Homo sapiens), O15379; recombinant HDAC3, fluorogenic peptide/trypsin coupled; inhibition, % at 8.3 µM; 0.15% of 320,000 active; in the data active = inhibition above about 26%, passing the limit was not always enough; inconclusive = no clear call, values can overlap the other calls
Target sequence (O15379 whole entry, looked up): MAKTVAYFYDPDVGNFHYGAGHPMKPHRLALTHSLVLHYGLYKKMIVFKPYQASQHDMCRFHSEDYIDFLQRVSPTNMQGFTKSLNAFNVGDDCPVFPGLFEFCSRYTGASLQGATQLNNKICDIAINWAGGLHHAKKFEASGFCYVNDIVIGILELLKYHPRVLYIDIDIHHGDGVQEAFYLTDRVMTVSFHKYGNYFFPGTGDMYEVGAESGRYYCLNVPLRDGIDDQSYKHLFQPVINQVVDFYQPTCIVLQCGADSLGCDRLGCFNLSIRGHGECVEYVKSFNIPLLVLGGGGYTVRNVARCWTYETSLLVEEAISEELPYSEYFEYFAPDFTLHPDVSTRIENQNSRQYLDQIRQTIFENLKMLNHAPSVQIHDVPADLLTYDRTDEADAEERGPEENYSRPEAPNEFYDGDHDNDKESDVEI
GSK3B inh: human GSK3beta kinase inhibitors, primary screen, biochemical, cell-free homogeneous, HTS | 0.038% of 300,000 active | activity score (negative = inhibition), % at 10 µM | GST-GSK3beta kinase, ADP-Glo luminescence, 60 min; stronger effect = lower value;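 active = more than half of replicate wells score below -50%, meaning over 50% inhibition versus plate controls; inconclusive = some replicates but at most half score below -50%; inactive = no replicate scores below -50%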;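 also: 0% = median DMSO wells and -100% = median GW8510 positive control wells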
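test system = GST-tagged human GSK3beta kinase, cell-free | reagent = 25 µM ATP with peptide substrate | dosing = one dose of 10 µM per compound | schedule = 60 min reaction, RT | detection = luminescent ADP-Glo measurement of ADP formed | control set = DMSO neutral wells and GW8510 at 20 µM as positive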
PolyA inhibitor: polyadenylation inhibitors in yeast reporter cells, primary screen, luminescence, S. cerevisiae; calls only at 12 µM; 0.02% of 300,000 active; S. cerevisiae SKY197-pL101 polyadenylation reporter, beta-gal luminescence; efflux-impaired pdr1/pdr3 knockout yeast; score 100 = 6 SD above DMSO; AID 1875, 2009;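 active = lowest replicate activity score at least 50, where 100 means six control SD above control mean; inconclusive = lowest score under 50 but half or more replicates reach 50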;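 also: yeast exposed to compound for 9 h at 30 °C; higher score means more reporter readthrough which indicates perturbed polyadenylation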
KCNK9 inh: KCNK9 potassium channel inhibitors, primary screen, HEK293 cells, thallium flux; B-score at 10 µM; 1.2% of 310,000 active; AID 488922, 2010; Potassium channel subfamily K member 9 (Homo sapiens), Q9NPC2; FluxOR thallium flux fluorescence; stronger effect = lower value;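 active = ratio B-score over 3 SD below the library mean, with starting fluorescence within 5 SD of its mean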;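 also: negative B-score means less thallium flux so channel inhibition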
KCNK3 inh: human KCNK3 channel inhibitors, primary screen, CHO cells, FluxOR thallium flux, B-score. B-score at 10 µM. AID 602410, 2012. 0.84% of 340,000 active. FluxOR fluorescence; stronger effect = lower value;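 active = B-score under library mean minus 4 SD, starting fluorescence ratio at most library mean plus 5 SD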;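 also: more negative B-score means stronger inhibition of thallium flux through KCNK3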
Target sequence (O14649 whole entry, looked up): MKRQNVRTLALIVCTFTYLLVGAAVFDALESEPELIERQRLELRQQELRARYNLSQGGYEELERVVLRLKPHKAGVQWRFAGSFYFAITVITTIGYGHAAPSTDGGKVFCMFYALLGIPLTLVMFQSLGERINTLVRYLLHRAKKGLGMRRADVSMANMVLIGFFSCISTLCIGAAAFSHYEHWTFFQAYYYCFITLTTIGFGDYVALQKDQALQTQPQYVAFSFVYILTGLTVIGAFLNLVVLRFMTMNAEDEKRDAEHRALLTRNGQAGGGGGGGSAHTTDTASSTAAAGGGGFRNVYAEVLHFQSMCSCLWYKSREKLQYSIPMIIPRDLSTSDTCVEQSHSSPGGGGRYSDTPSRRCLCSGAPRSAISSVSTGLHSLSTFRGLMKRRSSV
GSK3 alpha inh: blockers of GSK3A enzyme activity – biochemical, luminescence, cell-free homogeneous, HTS, primary screen; inhibition, % at 10 µM; 0.1% of 320,000 active; AID 2650, 2010; GSK-3 alpha kinase, ADP-Glo luminescence, 60 min; Glycogen synthase kinase-3 alpha (Homo sapiens), P49840;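 in the data active = inhibition above about 50%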;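 also: GST-tagged GSK-3 alpha with peptide substrate and 25 µM ATP; 0% = DMSO neutral wells and 100% = GW8510 positive control wells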
RGS4 act: RGS4 potentiators or activators, primary screen, cell-based, HEK293 M3R inducible RGS4, calcium flux; carbachol calcium flux Fluo4; stronger effect = lower value; B-score at 10 µM; 0.92% of 310,000 active;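 active = B-score of the integrated calcium signal more than 4 SD below the library mean, with starting fluorescence not abnormally high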;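 also: negative B-score means reduced calcium response which marks RGS4 activation or potentiation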
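test system = M3R-expressing HEK293 line, RGS4 induced by doxycycline | probe or stimulus = carbachol at ECmax as muscarinic agonist stimulus | timing = dye loading 30 min 37 °C, buffer rest 30 min RT | signal = calcium dye Fluo4 fluorescence | evaluation = B score from integrated fluorescence ratio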
Starred values were filed as active, the others as inactive; i = inactive; ? = inconclusive; . = no result given.

SMILES	hERG protect	KCNQ1 act	KCNQ1 inh	DYRK1A inh	HDAC3 inh	GSK3B inh	PolyA inhibitor	KCNK9 inh	KCNK3 inh	GSK3 alpha inh	RGS4 act
COc1ccc(C)cc1NC(=O)COC(=O)c1ccccc1SCC(=O)N1CCCC1	-8	i	i	6	-6	2	i	i	i	-2	i
COc1ccc(CN2C(=O)CC(C(=O)NCCc3ccc(S(N)(=O)=O)cc3)SC2=Nc2ccccc2)cc1 (stereo unspecified)	-12	i	i	-3	-9	2	i	i	i	0	i
Cc1c(C(=O)NCc2ccc(F)cc2)c(-c2ccccc2)nn1-c1ccccc1	-10	i	i	0	0	0	i	i	i	2	i
COCC1CCN(Cc2cn(Cc3ccccc3)nc2-c2cc3ccccc3o2)CC1	-11	i	i	4	-7	0	i	i	i	0	i
NC(=S)N=Nc1c(O)n(CCCl)c2ccc(Br)cc12	-11	i	i	4	5	-1	i	i	i	.	i
Cc1ccc(NC(=O)CCNC(=O)c2ccco2)cc1F	-3	i	i	-5	5	-7	i	i	i	1	i
Cc1cc(C)c(C#N)c(SCC(=O)c2ccc(Cl)cc2Cl)n1	-3	i	i	-2	-2	-4	i	i	-10*	-3	i
CC(CCc1ccccc1)NC(=O)COC(=O)c1ccc(NC(=O)CC#N)cc1 (stereo unspecified)	-9	i	i	0	-2	2	i	i	i	-1	i
COc1cccc(NC(=S)C(C#N)=C2N(C)c3ccccc3N2C)c1	-12	i	i	.	9	3	i	i	i	-11	i
CCCn1c(SCC(=O)Nc2sc(C)c(C)c2C(=O)OCC)nc2c1c(=O)n(C)c(=O)n2C	-14	i	i	-2	-1	1	i	i	i	0	i
Cc1nnc(NC(=O)CSc2nnc(Cc3ccccc3)n2Cc2ccccc2)s1	-4	i	i	1	1	0	i	i	i	-4	i
COC(=O)C1=C(C)N=C2SC(C#N)=C(N)N2C1c1cc(OC)c(OC)c(OC)c1 (stereo unspecified)	-5	i	i	14	7	2	i	i	i	-3	i
O=C(Nc1ccccc1Cl)NC1(C(=O)N2CCC(O)CC2)CCCCC1	-9	i	i	1	-3	2	i	i	i	4	i
CCOc1ccc(C(=O)CSc2nnc(C3CC3)n2C)cc1	6.4*	i	i	-5	2	2	i	i	i	6	i
O=C(OCc1cn(-c2ccc(Cl)c(Cl)c2)nn1)c1ccccc1Cl	-8	i	i	1	-5	-2	i	i	i	-4	i
CCNC(=S)N(Cc1cc2cccc(C)c2[nH]c1=O)C1CCCC1	-3	i	i	0	-1	-1	i	i	i	-1	i
CCCn1nnc(NC(=O)c2cccc(Cl)c2)n1	-8	i	i	13	-1	2	i	i	i	.	i
O=C1CSC(c2cccnc2)N1Cc1ccc(Cl)c(Cl)c1 (stereo unspecified)	-4	i	i	.	5	-4	i	i	i	4	i
COc1cc(NC(=S)NCCc2ccccc2)c(OC)cc1NC(=O)C(C)C	-6	i	i	1	6	0	i	i	i	-2	i
S=C(NCCc1ccc(Cl)cc1)NC1CC1	-3	i	i	2	2	2	i	i	i	0	i
CCc1cc(C(=O)OC)c(NC(=O)C2CC(=O)NN2Cc2ccccc2)s1 (stereo unspecified)	-9	i	i	5	5	-1	i	i	i	.	i
Cc1cc(C)cc(OCc2nnc(SCC(=O)N3CCCCC3)o2)c1	-11	i	i	-7	14	.	i	i	i	0	i
COc1cc2c(cc1OC)CN(C(=S)Nc1cccc(Cl)c1C)CC2	0	i	i	-4	-3	0	i	i	i	2	i
O=C(/C=C/c1ccco1)NC(=S)Nc1nc(-c2ccc3ccccc3c2)cs1	-4	i	i	-3	6	1	i	i	i	-3	i
Cc1ccc2oc(-c3cccc(NC(=O)Cc4cccs4)c3)nc2c1	-9	i	i	-2	-11	-5	i	i	i	.	i
CC(Sc1nnc(Cc2ccc([N+](=O)[O-])cc2)o1)C(N)=O (stereo unspecified)	-2	i	i	4	1	1	i	i	i	-3	i
COc1ccc(CN(C)CC2CCCN(CCc3ccccc3C)C2)cc1O (stereo unspecified)	-3	i	i	9	-1	5	i	i	i	-5	i
O=C(CSc1nnc(NC(=O)c2ccccc2F)s1)NC1CCCC1	-4	i	i	-5	5	1	i	i	i	-1	i
COc1ccc([N+](=O)[O-])cc1NC(=O)C(C)Sc1nc(C)c(C)c(C)n1 (stereo unspecified)	-5	i	i	-2	4	-1	i	i	i	1	i
O=C1CCC(=O)N1c1ccc(NCCc2ccccc2F)c([N+](=O)[O-])c1	-11	i	i	3	-3	3	i	i	i	2	i
CC1(C)Oc2ccc3ccc(=O)oc3c2/C(=C/Nc2ccccc2)C1=O	-11	i	i	13	3	0	i	-12*	-11*	0	i
O=C(CCCOc1ccccc1)N1CCCCC1	-4	i	i	2	-4	0	i	i	i	0	i
COc1cc(OC)c(NC(=O)CCCNC(=O)Cn2cnc3sc(C)c(C)c3c2=O)cc1Cl	-6	i	i	-7	2	0	i	i	i	0	i
Cc1ccccc1NN1C(=O)C=CC1=O	-4	i	i	3	6	4	i	i	i	.	i
CCNC(=S)Nc1ccc(Cc2ccncc2)cc1	0	i	i	-4	-9	2	i	i	i	-1	i
CCCCC1=CC2=CC(=O)C(C)(O)C(=O)C2=CO1 (stereo unspecified)	-3	i	i	.	5	-1	i	i	.	1	i
Cc1ccc(C)c(OCCC(=O)Nc2cccc(S(=O)(=O)N3CCCC3)c2)c1	-12	i	i	14	-2	3	i	i	i	0	i
CN(C)S(=O)(=O)c1ccc(C(=O)Nc2nc(-c3cccs3)cs2)cc1	-10	i	i	10	2	1	i	i	i	1	i
CC1=Nn2c(nnc2-c2cc(C)[nH]n2)SC1	-10	i	i	-5	6	1	i	i	i	-1	i
CC(C)(C)NC(=S)NC(C)(C)C	-3	i	i	-4	.	3	i	i	i	.	i
Nc1c(C(=O)O)ccc2c1C(=O)c1ccccc1C2=O	3	i	i	88*	?	-21	i	i	i	58*	i
Cc1cc(C(=O)N2CCN(c3cccc(Cl)c3)CC2)c(C)o1	-4	i	i	-6	-4	-1	i	i	i	1	i
CC1=NN(c2ccccc2)C(=O)C1C=Nc1ccc(N(C)C)cc1 (stereo unspecified)	-6	i	i	3	12	-1	i	i	i	-1	i
Cc1cc(C)nc(/N=C(\N)Nc2ccc(-c3ccccc3)cc2)n1	-21	i	i	5	-3	-6	i	i	i	-1	-7.1*
COCCOC(=O)C1=C(C)NC(=O)CC1c1cc2c(cc1Br)OCO2 (stereo unspecified)	-7	i	i	5	3	-1	i	i	i	0	i
C=CCNC(=O)C1CC2Cn3c(nc4cc(C)c(C)cc43)C2N1C (stereo unspecified)	-5	i	i	3	4	0	i	i	i	-1	i
CS(=O)(=O)N(CC(=O)NCCc1ccccc1)c1cccc([N+](=O)[O-])c1	-7	i	i	10	-2	1	i	i	i	-1	i
CN(Cc1nc2ccccc2c(=O)[nH]1)C(=O)c1ccc(S(=O)(=O)N(C)C)cc1	-6	i	i	-4	1	4	i	i	i	-1	i
O=C1c2ccccc2CC1Sc1nnc(-c2ccncc2)o1 (stereo unspecified)	-6	i	i	16	-6	2	i	i	i	21	i
COc1ccc(-n2c(CCC(=O)O)ccc2-c2ccccc2)cc1	-4	i	i	-2	-3	1	i	i	i	-6	i
COc1cc2c(=O)n(CCC(=O)NCC3CCCO3)c(=O)n(CC(=O)c3ccc(Cl)cc3)c2cc1OC (stereo unspecified)	-8	i	i	13	.	2	i	i	i	-3	i
COc1ccc(NC(=O)/C(C#N)=C\c2ccc(Br)o2)cc1	-6	i	i	-2	1	1	i	i	i	-1	i
CC(C(=O)OCC(=O)c1ccccc1)N1C(=O)c2ccccc2C1=O (stereo unspecified)	5	i	i	.	3	-1	i	i	i	-1	i
O=c1[nH]nc(Cc2ccc([N+](=O)[O-])cc2)c2ccccc12	-7	i	i	-10	0	-3	i	i	i	1	i
Cc1[nH]n(-c2ccccc2)c(=O)c1C1(C(F)(F)F)C(=O)N(c2ccc(F)cc2)C2=C1C(=O)CC(C)(C)C2 (stereo unspecified)	-8	i	i	4	5	3	i	i	i	.	i
Cc1cc(NCc2ccccn2)ccc1Br	-4	i	i	5	-1	1	i	i	i	-4	i
Cc1ccc(C(=O)NS(=O)(=O)c2ccc(N=NN(C)C)cc2)cc1	-5	i	i	-1	-3	4	i	i	i	-4	i
Cc1ccc(-c2cnc(NC(=O)c3cccc(Br)c3)s2)c(C)c1	-20	i	i	1	4	2	i	i	i	-1	i
O=C(CSc1nc(=O)n(CCCN2CCOCC2)c2c1CCCC2)Nc1ccccc1Cl	-8	i	i	1	-2	0	i	i	i	-3	i
Cc1nn(CC(=O)Nc2ccccn2)c(C)c1Br	-3	i	i	-7	6	-1	i	i	i	5	i
(more compounds)
SMILES	hERG protect	KCNQ1 act	KCNQ1 inh	DYRK1A inh	HDAC3 inh	GSK3B inh	PolyA inhibitor	KCNK9 inh	KCNK3 inh	GSK3 alpha inh	RGS4 act
Cc1nc2c3cnn(-c4ccccc4)c3ncn2n1	-3	i	i	-3	1	2	i	i	i	-2	i
CCOc1cc(/C=N/NC(=O)c2cccc([N+](=O)[O-])c2)ccc1OS(=O)(=O)c1ccccc1	-13	i	i	-7	4	-1	i	i	i	-1	i
O=C(NC(NC(=S)Nc1cc(Cl)ccc1Cl)C(Cl)(Cl)Cl)c1ccco1 (stereo unspecified)	-14	i	i	-1	3	2	i	i	i	-3	i
OCCN=c1cc(-c2ccccc2)oc2ccc(Cl)cc12	-15	i	i	7	12	-4	i	i	i	.	i
O=C1NC(=Nc2ccccc2)S/C1=C\c1cccs1	-5	i	i	7	14	0	i	i	i	2	i

An excerpt; count on the stated rates, not on these rows.
